Screening data (PubChem BioAssay)
RORA act – activators of orphan receptor RORA, primary screen, cell-based, luminescence | Nuclear receptor ROR-alpha (Homo sapiens), P35398 | CHO-K1 Gal4-RORA LBD luciferase reporter; percent increase over mock-subtracted basal signal | activation, % at 10 µM | actives 1.5% (n = 65,000) | AID 560, 2006;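 active = activation above the mean of all tested compounds plus 3 SD, cut at about 49% in these data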;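 note: 0% = DMSO-treated RORA cells and 100% = added signal equal to DMSO minus mock-transfected cells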
SF1 activator – activators of human SF-1, primary screen, cell-based, CHO-K1, Gal4-SF-1 LBD, luciferase luminescence | CHO-K1 Gal4-SF-1 LBD luciferase reporter; % increase over DMSO SF-1-specific signal | activation, % at 10 µM | actives 1.9% (n = 65,000);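 active = activation above the mean activation of all tested compounds plus 3 SD, cut at about 50% in these data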
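Assay system: CHO-K1 cells co-transfected with Gal4 DBD–human SF-1 LBD, 5xGal4 luciferase reporter; doses: 10 µM only; incubation: 20 h compound exposure at 37 °C after 1 h cell settling; signal: luciferase light emission; evaluation: percent activation versus DMSO; repeats: one test per compound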
5HT1a antag – human 5-HT1a receptor antagonists, primary screen, cell-based, CHO, Ga15 NFAT-bla reporter | inhibition, % at 10 µM | 5-hydroxytryptamine receptor 1A (Homo sapiens), P08908 | actives 0.68% (n = 62,000) | AID 612, 2007 | CHO 5-HT1a Ga15 NFAT-bla reporter, antagonist mode;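 active = inhibition above the mean of all tested compounds plus 3 SD, cut at about 43% in these data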;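 note: receptor stimulated by 5-CT agonist at 100 nM near EC80; beta-lactamase reporter measured by ratiometric fluorescence of a cleavable substrate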
Target sequence (P08908 whole entry, looked up): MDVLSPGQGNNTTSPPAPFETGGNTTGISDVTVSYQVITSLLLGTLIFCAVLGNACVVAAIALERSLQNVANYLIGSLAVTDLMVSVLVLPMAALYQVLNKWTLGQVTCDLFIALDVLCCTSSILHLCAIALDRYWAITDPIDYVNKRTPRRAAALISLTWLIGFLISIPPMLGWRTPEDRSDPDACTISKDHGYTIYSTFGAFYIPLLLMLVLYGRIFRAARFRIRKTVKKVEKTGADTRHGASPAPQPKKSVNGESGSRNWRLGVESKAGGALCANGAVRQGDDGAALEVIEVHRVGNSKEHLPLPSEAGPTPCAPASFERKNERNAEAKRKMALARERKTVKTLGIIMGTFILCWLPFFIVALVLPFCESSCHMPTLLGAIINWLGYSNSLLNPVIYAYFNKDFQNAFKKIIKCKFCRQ
Autofluor 339 – intrinsic fluorescence of library compounds, ex339/em460 – biochemical, MLSMR library, data from DPM-DC assay, artefact control, profiling panel. actives 5.5% (n = 65,000). fluorescence fold increase at 10 µM. compound autofluorescence, ex339/em460 nm, NADH buffer; active compounds read high; 1 = no-compound wells, NADH background;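 active = at 10 µM, mean starting fluorescence two-fold or more over control wells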;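 note: signal is the first read of a kinetic run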
MMP-13 inhibitor – human MMP13 inhibitors, primary screen, biochemical, FRET peptide cleavage; Collagenase 3 (Homo sapiens), P45452; MMP-13 fTHP FRET cleavage, Mca fluorescence; inhibition, % at 4 µM; actives 0.07% (n = 65,000); AID 570, 2006;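 active = inhibition above the mean of compound-free control plate wells plus 3 SD, cut at about 14% in these data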;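 note: 0% = DMSO wells and 100% = wells with reference MMP-13 inhibitor after basal subtraction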
TNAP act mid DEA – human TNAP enzyme activators, primary screen, biochemical, luminescent, intermediate phosphate acceptor level. Alkaline phosphatase, tissue-nonspecific isozyme (Homo sapiens), P05186. purified TNAP, CDP-star luminescence, 100 mM DEA, 30 min; active compounds read high; scale: 0 levamisole-inhibited, 1 vehicle-only enzyme. activation factor at 20 µM. 64,000 tested, under 10 active. AID 813, 2007;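 active = activation factor of at least 2 at 20 µM, relative to controls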
Target sequence (P05186 whole entry, looked up): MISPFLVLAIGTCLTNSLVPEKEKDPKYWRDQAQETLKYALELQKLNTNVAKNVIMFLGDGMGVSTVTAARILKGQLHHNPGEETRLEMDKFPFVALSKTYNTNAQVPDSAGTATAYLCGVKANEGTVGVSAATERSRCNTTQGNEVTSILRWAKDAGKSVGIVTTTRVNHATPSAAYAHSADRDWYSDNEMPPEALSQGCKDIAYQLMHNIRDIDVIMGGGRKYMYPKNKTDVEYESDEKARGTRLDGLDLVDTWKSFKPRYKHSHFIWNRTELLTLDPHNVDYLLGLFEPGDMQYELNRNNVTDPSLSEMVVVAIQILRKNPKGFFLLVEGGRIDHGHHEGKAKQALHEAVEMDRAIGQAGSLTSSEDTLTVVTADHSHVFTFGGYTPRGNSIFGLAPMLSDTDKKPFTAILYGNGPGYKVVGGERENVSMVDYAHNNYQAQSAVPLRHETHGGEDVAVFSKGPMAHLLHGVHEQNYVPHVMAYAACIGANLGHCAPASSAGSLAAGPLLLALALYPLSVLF
Abs 340nm – compound light absorbance at 340 nm, profiling panel, artefact control, biochemical, MLSMR library, data from PS, PMK, MK assays; compound absorbance at 340 nm, fold over control; fold change at 10 µM; 65,000 tested, under 10 active;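 active = at 10 µM dose, initial 340 nm absorbance at least 2 fold that of control wells; inactive = change under 2 fold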;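 note: initial absorbance extrapolated from kinetic A340 decline of NADH oxidation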
HTR1A agonist – human 5-HT1a receptor agonists, primary screen, cell-based, CHO, Ga15 NFAT-bla reporter; CHO 5-HT1a Ga15 NFAT-bla reporter, FRET ratio; 0% basal, 100% maximal reference agonist; activation, % at 10 µM; actives 0.56% (n = 65,000);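 active = activation above the screen-wide mean activation plus 3 SD, cut at about 19% in these data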;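 note: 0% = DMSO wells and 100% = 5-CT at EC100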
NADH enzymes – inhibitors of PK/LDH coupling enzymes, profiling panel, artefact control, biochemical, MLSMR library. coupled PK/LDH NADH assays, four targets. IC50, µM (doses to about 10 µM), for inactives: top-dose inhibition. actives 0.02% (n = 65,000);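 active = single-dose screening hits from any of four coupled enzyme assays that gave an IC50 when retested across doses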;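 note: the DPM-DC format reads NADH fluorescence rather than 340 nm absorbance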
* hit, by the source's call; . = no result given; [ ] = dose if it differs, or a comment.

SMILES	RORA act	SF1 activator	5HT1a antag	Autofluor 339	MMP-13 inhibitor	TNAP act mid DEA	Abs 340nm	HTR1A agonist	NADH enzymes
Cc1nc(N2CCN(C(=O)c3ccc(Cl)cc3)CC2)c(C#N)c2c1COC(C)(C)C2	-2	-10	.	2.3*	-75[fluorescence artefact?]	0.9	1	2.7	5%[fluoresces]
COc1ccc(S(=O)(=O)Nc2cccc(SC)c2)cc1OC	0	-7	2	1.1	-1	1	0.98	-1.6	3%
CCCOc1ccc(/C(O)=C2/C(=O)C(=O)N(CCN3CCOCC3)C2c2ccccc2)cc1 (configuration not stated)	-13	10	.	1.1	-3	0.9	1.1	-0.2	12%
CC1CCCN(C(=O)C23CCC(C)(C(=O)C2)C3(C)C)C1 (configuration not stated)	.	.	.	1	.	0.9	1	.	2%
COc1ccc(-c2cn3cccnc3n2)cc1NC(=O)C1CCCC1	-8	1	9	4.8*	-28	1	1.1	-0.8	12%[fluoresces]
COc1ccc(OC)c(C(C)NC=O)c1 (configuration not stated)	-24	-12	1	1	4	0.9	0.98	-1.2	5%
Cc1ccc(N2CC(C(=O)NCc3cccnc3)CC2=O)cc1 (configuration not stated)	-5	4	-6	1.1	1	0.9	1	-3.6	6%
CCn1c(Cc2ccccc2)nnc1SCC(=O)Nc1nccs1	7	-2	1	1.1	0	0.9	1	-0.3	5%
CC(=O)C1=C(O)C(=O)N(c2ccc(S(N)(=O)=O)cc2)C1c1ccccc1F (configuration not stated)	10	4	.	1.3	-2	0.9	1.1	-1.2	7%
CCCCNC(=O)c1ccc2c(c1)ncn2C1CCCCC1	-1	5	4	1.1	-3	0.9	1	-2.5	7%
Cc1ccc(NCc2nnc(SCC(=O)c3ccccc3)o2)c(C)c1	-11	5	-1	1.1	0	0.9	0.98	-0.6	4%
Cc1ccc(C)c(NC(=O)c2ccccc2O)c1	-13	11	11	1.4	3	0.9	1	-4.7	11%
O=C(C1CCN(S(=O)(=O)N2CCOCC2)CC1)N1CCN(c2ccccc2)CC1	-18	0	-6	1.1	2	1	1	-5.0	2%
CCCc1cc(=O)[nH]c(SCC(=O)Nc2cc3c(cc2C(C)=O)OCO3)n1	-2	-8	-8	2.1*	0	0.9	1.1	-2.7	16%
CCOC(=O)CSC1=C(C#N)C(c2ccccc2F)C(C(C)=O)=C(C)N1 (configuration not stated)	-8	-6	0	1.2	5	1	1	-1.7	7%
COc1ccc2[nH]c3nc(SCc4nnc(-c5ccccc5)o4)nnc3c2c1	22	23	-2	1.1	4	1	1	4.9	5%
COc1ccc(NC(=O)c2ccccc2NC(=O)C2CCCO2)cc1 (configuration not stated)	3	27	4	1.1	5	0.9	1	-3.1	1%
Cn1c(CNc2nc(-c3ccccc3)cs2)nnc1SCC(=O)OC1CCCCC1	-10	-10	22	1.1	8	1	1	-1.3	5%
COc1nc(NCCc2ccc(OC)c(OC)c2)nc(NC(C)(C)CO)n1	1	-2	-12	1.1	1	0.9	0.97	-3.4	1%
CC1CCCCN1C(=O)CSc1nnc(-c2ccc(Cl)s2)o1 (configuration not stated)	42	30	-7	1.3	-7	1	1	0.3	3%
O=C(c1ccc(CNS(=O)(=O)c2cccc(C(F)(F)F)c2)cc1)N1CCOCC1	-4	9	9	0.99	3	0.8	0.98	-4.2	4%
CCn1nnnc1SCC(=O)c1cc(OC)ccc1OC	8	11	-12	0.8	-4	0.9	1.1	-2.7	9%
COCCNC(=O)CCCCCNS(=O)(=O)c1ccc(C)cc1	11	-2	1	1	2	1	1	-2.0	5%
Cc1cc(N2CCN(C(=O)c3ccco3)CC2)nc(-c2ccccc2)n1	13	-3	16	1.1	-6	1	1	-0.5	4%
COCCCNC(=O)CCc1nc(-c2ccccc2)no1	28	-13	3	1.1	-2	0.9	1	-5.3	7%
C=CCNS(=O)(=O)c1sccc1/C=N/O	4	12	-6	1.1	1	0.9	1.1	-2.2	0%
CCn1ncc(C2=NOC(C(=O)NCc3ccc(Cl)cc3)C2)c1C (configuration not stated)	7	16	42	1.1	-1	0.9	0.98	-4.9	2%
C=CCNc1nnc(SCC(=O)N2CCCCC2)c2ccccc12	-2	-8	6	2.3*	-12	0.9	1	0.3	9%
COC(=O)c1ccccc1NC(=O)COc1ccccc1	-22	4	26	1.1	-4	0.9	0.99	-3.5	3%
CC(=O)C(C(C)=O)c1c(Cl)c(O)c(O)c2c(C(=O)c3ccccc3)coc12	-12	2	29	1	0	0.8	1.1	-3.0	1%
CC(=Nc1ccc2c(c1)nc(CO)n2C)C1=C(O)CC(C)(C)CC1=O	-7	0	-1	1.1	-6	0.9	1.1	0.1	4%
CC(=O)NC(=O)Nc1sc(=S)n(C)c1C	-6	-6	.	1	-4	1	1.1	-1.4	0%
Cn1c(SCCN2CCCCC2)nnc1-c1ccccc1Br	15	-4	-3	1.1	12	1	1	0.4	6%
CC(Oc1ccc(Cl)cc1)C(=O)Nc1nccs1 (configuration not stated)	-10	0	10	1.1	-4	0.9	1.1	-0.6	4%
COc1ccc(NC(C)=O)cc1NC(C)C(=O)Nc1ccccc1F (configuration not stated)	14	11	-2	1	2	0.9	1	-2.2	6%
O=C1NC2=C(C(=O)CCC2)C(c2ccc3ncccc3c2)N1 (configuration not stated)	-10	-9	-14	1	4	0.9	1	-0.2	2%
Cc1nc2ccccc2c2oc(C(=O)NCCCN3CCCC3=O)cc12	5	-5	-15	1	-13	0.9	0.99	-3.0	2%
O=C(C1CC1)N1CCc2cc(Br)cc(S(=O)(=O)N3CCCCCC3)c21	-1	2	-31	1.1	2	0.9	1.1	2.9	3%
COc1cccc(NC(=O)N2CCN(c3cccc(C)c3)C(C)C2)c1 (configuration not stated)	42	2	15	1.1	4	1	1	-2.3	4%
O=C(O)CCC(=O)Nc1ccc(N2CCCCC2)c(C(=O)O)c1	-13	3	7	1.1	3	0.9	1	1.3	8%
O=C(CN1CCC(C(=O)c2ccc(F)cc2)CC1)Nc1ccccc1	10	-10	-4	1.1	-2	0.9	0.98	-1.9	4%
O=C(Nc1ccc(S(=O)(=O)N2CCOCC2)cc1)c1ccc(Br)o1	20	3	-2	1.1	4	0.9	1.1	-0.5	3%
Cc1cccc(N(C(=O)CNC(=O)c2ccco2)C(C(=O)NC2CCCC2)c2cccnc2)c1 (configuration not stated)	0	-4	3	1.1	-4	1	0.94	-5.5	7%
Cn1c(=O)c2c(nc(NCCNC(=O)c3ccco3)n2Cc2ccccc2Cl)n(C)c1=O	-9	-7	4	1	4	0.9	0.99	0.4	2%
CCOC(=O)C(C)On1c(SC(C)C(=O)OCC)nc2ccccc2c1=O (configuration not stated)	-3	3	-4	0.98	2	0.8	0.98	-1.7	3%

Compound profiles, as listed above.
COc1ccc(S(=O)(=O)Nc2cccc(SC)c2)cc1OC across the screens: RORA act: 0; SF1 activator: -7; 5HT1a antag: 2; Autofluor 339: 1.1; MMP-13 inhibitor: -1; TNAP act mid DEA: 1; Abs 340nm: 0.98; HTR1A agonist: -1.6; NADH enzymes: 3%
COc1ccc2[nH]c3nc(SCc4nnc(-c5ccccc5)o4)nnc3c2c1 across the screens: RORA act: 22; SF1 activator: 23; 5HT1a antag: -2; Autofluor 339: 1.1; MMP-13 inhibitor: 4; TNAP act mid DEA: 1; Abs 340nm: 1; HTR1A agonist: 4.9; NADH enzymes: 5%

An excerpt from above with just TNAP act mid DEA and HTR1A agonist:
Compound | TNAP act mid DEA | HTR1A agonist
CC(=O)NC(=O)Nc1sc(=S)n(C)c1C | 1 | -1.4
Cn1c(SCCN2CCCCC2)nnc1-c1ccccc1Br | 1 | 0.4
CC(Oc1ccc(Cl)cc1)C(=O)Nc1nccs1 (configuration not stated) | 0.9 | -0.6
COc1ccc(NC(C)=O)cc1NC(C)C(=O)Nc1ccccc1F (configuration not stated) | 0.9 | -2.2

Later entries
SMILES	RORA act	SF1 activator	5HT1a antag	Autofluor 339	MMP-13 inhibitor	TNAP act mid DEA	Abs 340nm	HTR1A agonist	NADH enzymes
O=C(OCc1nnc(-c2ccccc2)o1)c1cc(=O)c2ccccc2o1	23	16	-7	1	1	0.9	0.99	-1.9	7%
CN(c1ccccc1C(=O)N1CCCC1)S(C)(=O)=O	-20	28	9	1.1	6	1	1	-1.6	5%
O=S1(=O)N=C(SCCO)c2ccccc21	-11	-2	14	1.1	6	0.9	0.99	-4.0	7%
COc1cccc(C2=NOC(C(=O)NCC3CCCO3)C2)c1 (configuration not stated)	-28	-1	-3	1.1	3	0.9	1	-0.5	4%
CCC1CCCCN1C(=O)CSc1nnc(CNC(=O)c2cc(OC)c(OC)c(OC)c2)o1 (configuration not stated)	-10	11	5	1	0	0.9	1	-1.4	9%
CCOc1nc(NCCC2=CCCCC2)nc(N2CCOCC2)n1	-5	-4	-5	1.1	0	1	0.99	-2.9	1%
Cn1c(Cl)nc2ccccc21	-11	-10	16	1	10	1	0.99	-2.6	2%
CC(C)N=C(NC#N)SCC(=O)NC(C)(C)C	-2	-5	-8	1.1	2	1	1	-0.3	8%
Cc1nnc(NC(=O)CSc2cn(CCNC(=O)c3ccccc3)c3ccccc23)s1	10	-29	-7	1	3	0.8	1	-1.1	0%
O=C(NCCN1CCN(Cc2ccccc2)CC1)C1c2ccccc2C(=O)N2CCc3ccccc3C12 (configuration not stated)	11	8	59*	1.1	-3	1	0.98	-1.0	6%
O=S(=O)(NC1CCCC1)c1cccc(S(=O)(=O)N2CCC(n3nnc4ccccc43)CC2)c1	-7	-7	-2	1.1	1	0.8	1	-0.6	2%
CCOC(=O)N1CCC(Nc2c(OCC)c(=O)c2=O)CC1	13	19	6	1	2	0.9	1	-2.4	3%
O=C(C1CCCO1)N1CCN(c2ncccn2)CC1 (configuration not stated)	-40	1	-11	1.2	1	0.9	1	-0.1	2%
CC1=C(C(=O)Nc2ccccc2)C(c2cccs2)n2nnnc2N1 (configuration not stated)	-2	14	-5	1.2	5	0.9	1.1	-0.8	8%
CCn1c(SCc2cc(=O)[nH]c3ccccc23)nc2c1c(=O)n(C)c(=O)n2C	-9	8	-19	1	-3	0.9	1	0.8	2%
COc1ccccc1S(=O)(=O)Cc1ccc(C(=O)N2CCOCC2)o1	-3	0	-5	1	0	0.8	0.99	-0.5	3%
COc1cccc(NC(=O)N(Cc2cc3cc(C)cc(C)c3[nH]c2=O)CC2COCCO2)c1 (configuration not stated)	1	-12	-3	1.4	-15	0.9	1	-0.8	3%
CCn1cc(Br)c(C(=O)NCc2ccco2)n1	14	-6	2	1.1	3	0.9	1.1	-0.3	2%
CCOC(=O)C1=C(C)NC(C)=C(C(=O)OCC)C1c1cc2ccc(C)cc2[nH]c1=O	9	15	6	2.2*	-43	1	1.1	0.1	19%
Cc1ccccc1-n1c(N)cc(=O)[nH]c1=S	-3	0	0	1.1	4	0.9	1	-0.5	4%
CCOC(=O)c1cccc(NC(=O)CSc2nnnn2CC)c1	-14	12	-7	0.87	4	0.9	1	1.3	7%
O=C(Nc1c(C(=O)Nc2ccccc2)cnn1-c1ccccc1)c1ccco1	-4	2	-4	1.1	5	0.8	1	-0.7	1%
